Screens from PubChem.
Tau fluor counter – counter-screen for tau fibril formation inhibitors; 280,000 compounds, 0.93% hits; tau K18 P301L (four-repeat tau fragment) Alexa594 fluorescence, heparin fibrillization; Potency, µM (highest dose often 57.7 µM), inactives show top-dose activity change, negative = decrease; note: potency is the fitted concentration of half-maximal effect; % is set by controls: 0 for no effect and ±100 for the full control effect; nearly all actives have a fitted effect of over 55% in size
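Human K18 P301L tau (15 uM unlabeled plus 0.24 uM Alexa 594-labeled, final) in 100 mM sodium acetate pH 7 was mixed with compound and 20 uM heparin and incubated 6 hr at 37 C.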
Epigenetic reg – derepresses silenced GFP reporter in murine cells. AID 1865. Potency, µM (top dose mostly 53.9 µM), inactives show at the highest dose GFP activation, usual class: activators. murine LDR cells, GFP reporter derepression, 30 h. 280,000 compounds, 0.2% hits; note: potency is the fitted concentration of half-maximal effect; % of control where 0% means no effect; nearly all actives have a fitted effect of over 60% in size
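Derepression of a silenced CMV-GFP reporter in murine LDR cells is scored by enumerating GFP-positive cells with a laser-scanning microplate cytometer after 30 hours of treatment at 37 C.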
GLA spleen mod – alpha-galactosidase A (human) modulation | 240,000 compounds, 0.008% hits | human spleen homogenate, 4MU-alpha-Gal fluorescence, 40 min | AID 2107 | P06280 | Potency, µM (top dose mostly 80 µM), for the others: at the top dose activity change, negative = inhibition, actives largely listed as inhibitors;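 note: potency is the fitted concentration of half-maximal effect; 0% = enzyme with vehicle and -100% = no enzyme basal signal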
Target sequence (P06280 32-429 limits assumed): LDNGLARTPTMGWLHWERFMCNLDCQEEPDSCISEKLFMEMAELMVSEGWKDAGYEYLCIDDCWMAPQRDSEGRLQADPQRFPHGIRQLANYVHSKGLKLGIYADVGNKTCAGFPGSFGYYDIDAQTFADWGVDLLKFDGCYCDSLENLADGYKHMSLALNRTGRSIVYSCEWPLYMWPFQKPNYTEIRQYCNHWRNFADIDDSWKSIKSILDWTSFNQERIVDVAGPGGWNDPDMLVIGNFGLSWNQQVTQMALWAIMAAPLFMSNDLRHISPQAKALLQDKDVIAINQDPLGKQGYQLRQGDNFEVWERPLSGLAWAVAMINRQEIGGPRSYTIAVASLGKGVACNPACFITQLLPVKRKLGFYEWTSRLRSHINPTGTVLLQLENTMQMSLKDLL
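Spleen homogenate 1 ug + cpd (titration) + 4-MU-alpha-D-galactopyranoside 1 mM; 37C 40 min; 50 mM citrate/phosphate pH 5.0, 0.01% Tween-20; stop pH 10; fluorescence 365/440; AC50 via Hill.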
CBFb RUNX1 block – blocks binding between human CBF-beta and RUNX1. Q01196+Q13951. Potency, µM (top dose mostly 59.8 µM), inactives show at the highest dose activity, negative = inhibition, actives largely listed as inhibitors. AID 1477. AlphaScreen CBFb-His/RUNX1-biotin binding, biochemical. 230,000 tested, under 10 active; note: % of control where 0% means no effect
Target sequence (Q01196 whole entry, looked up): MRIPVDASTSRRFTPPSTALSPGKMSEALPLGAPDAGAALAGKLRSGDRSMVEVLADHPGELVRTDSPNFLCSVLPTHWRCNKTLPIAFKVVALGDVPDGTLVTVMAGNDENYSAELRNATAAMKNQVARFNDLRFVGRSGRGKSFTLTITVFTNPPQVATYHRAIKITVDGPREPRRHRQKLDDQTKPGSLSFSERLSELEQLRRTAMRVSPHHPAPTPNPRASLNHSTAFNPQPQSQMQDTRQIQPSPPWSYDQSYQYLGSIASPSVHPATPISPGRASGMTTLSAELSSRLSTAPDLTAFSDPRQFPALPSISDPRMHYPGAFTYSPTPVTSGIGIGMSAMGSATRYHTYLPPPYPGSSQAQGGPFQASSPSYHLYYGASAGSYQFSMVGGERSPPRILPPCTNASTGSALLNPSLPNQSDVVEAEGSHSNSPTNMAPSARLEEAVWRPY
Target sequence (Q13951 whole entry, looked up): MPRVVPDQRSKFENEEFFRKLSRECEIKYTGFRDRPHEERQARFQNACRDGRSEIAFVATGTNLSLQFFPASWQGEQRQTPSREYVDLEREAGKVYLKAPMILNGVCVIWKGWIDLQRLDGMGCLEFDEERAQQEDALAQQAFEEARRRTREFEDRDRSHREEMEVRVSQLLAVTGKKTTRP
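Interaction loss through any mechanism counts as activity. Pre-formed complex of His-CBF-beta and biotin-RUNX1 (30 nM apiece) is incubated with compound 15 min, then with 50 ng nickel and 50 ng streptavidin beads for 90 min before AlphaScreen detection.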
TexasRed fluor – counter-screen for TRb-SRC2 inhibitors: fluorescence interference. 280,000 compounds, 0.29% hits. Potency, µM (titrated, usually from 106 µM), for inactives: top-dose fluorescence change, negative = quenching. TRb/SRC2 Texas Red total fluorescence interference; active = well fitted curve in either direction with a large enough effect; inconclusive = small, poorly fitted or top-dose-only effect; note: potency is the fitted concentration of half-maximal effect; % is set by controls: 0 for no effect and ±100 for the full control effect
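Human TRb ligand-binding domain at 0.6 uM with 20 nM Texas Red SRC2 peptide in Tris buffer containing 1 uM T3 and 5% DMSO, incubated with compound 5 h at ambient temperature. Total fluorescence (555/632 nm) calculated as parallel + 2 × perpendicular.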
Tau FP inhib – tau fibrillization inhibition (FP). K18 P301L tau heparin fibrillization, Alexa594 FP, 6 h. Potency, µM (series often up to 57.7 µM), for inactives: top-dose activity, negative = inhibition, usual class: inhibitors. P10636. 280,000 compounds, 0.39% hits; note: potency is the fitted concentration of half-maximal effect; % is set by controls: 0 for no effect and ±100 for the full control effect; nearly all actives have a fitted effect of over 55% in size
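K18 P301L tau (15 uM unlabeled/0.24 uM Alexa 594-labeled, final) + compound + heparin 20 uM final; 100 mM NaOAc pH 7; 6 hr 37 C; ThT 30 uM final added, 1 hr RT; FP ex 555/em 632 nm.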
TRb SRC2 PPI – TRbeta-SRC2 interaction inhibition; TRbeta-SRC2 peptide binding, fluorescence polarization; receptor liganded with 1 µM T3; Potency, µM (doses to about 106 µM), inactives show at the highest dose activity change, negative = inhibition, usual class: inhibitors; 280,000 compounds, 0.065% hits; AID 1469;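 note: potency is the fitted concentration of half-maximal effect; plate controls were bound peptide for no effect and peptide without receptor for full effect; nearly all actives have a fitted effect of over 50% in size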
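A fluorescence polarization screen tested compounds at multiple concentrations against complex formation between 0.6 uM TRb ligand-binding domain and 20 nM Texas Red SRC2 peptide, with 1 uM T3 present; readout after 5 hr.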
NPSR antagonist – blocks cAMP signaling of the human neuropeptide S receptor | CHO-NPSR cells, cAMP TR-FRET, antagonist mode | Q6W5P4 | 220,000 compounds, 1% hits | Potency, µM (series often up to 38.3 µM), for the others: top-dose activity change, negative = inhibition, hits mostly inhibitors; note: potency is the fitted concentration of half-maximal effect; % is set by controls: 0 for no effect and ±100 for the full control effect; nearly all actives have a fitted effect of over 50% in size; many of its hits are not listed in these tables
Starred values were filed as active, the others as inactive; u = inconclusive; x = not tested or not shown; & = joins results of further samples; [ ] = remark or other dose. Unless noted, calls come from the whole dose curve; as a rule, active = well fitted curve in the direction sought with a large enough effect; inconclusive = small, poorly fitted or top-dose-only effect, or another doubt; inactive = no such curve, though single readings can be large; an effect the other way counts as inactive or inconclusive. Some of the compounds tested; count on the stated rates, not on these rows.

SMILES | Tau fluor counter | Epigenetic reg | GLA spleen mod | CBFb RUNX1 block | TexasRed fluor | Tau FP inhib | TRb SRC2 PPI | NPSR antagonist
COC(=O)c1ccc2c(=O)n(Cc3ccco3)c(SCC(=O)Nc3ccc(C)c(Cl)c3)nc2c1 | -5% | 3.4% | 7% | 8% | 2% | 0% | -17% | -4%[46.1 µM]
O=C(NNC(=O)c1sc2ccccc2c1Cl)Nc1ccc(Cl)cc1 | -8% | -1.1% | -11% | 2% | 0% | -13% | 2% | -12%[46.1 µM]
Cc1ccc2c(=O)c3cccc(CC(=O)O)c3oc2c1C | x | x | u | -2% | -23% | x | 0% | x
C=CCc1cccc2cc(C(=O)NC3CCCC3)c(=O)oc12 | 3% | -1.0% | 0% | 11% | -1% | 8% | -3% | -13%
CCOc1ccc(Cn2c(C)nc([N+](=O)[O-])c2SCC(O)CCl)cc1[N+](=O)[O-] (stereo not given) | -19% | -1.6% | 0% | -1% | -1% | 1% | 3% | -8%[46.1 µM]
CC(C)=NNC(=O)C1=NNC(=O)C1 | -12% | 1.2% | -3% | 5% | 0% | -3% | 4% | 8%
COc1ccc(CC(=O)NC(C)c2nnc(SCC(=O)Nc3ccccc3)n2C)cc1 (stereo not given) | -8% | -2.6% | 3% | -2% | -3% | -3% | -2% | -6%
COc1cc(C(CC(=O)N2CCOCC2)c2c(OC)cc(OC)c3c(-c4ccccc4)cc(=O)oc23)cc(OC)c1OC (stereo not given) | x | x | 17% | -5% | -3% | x | -3% | x
COC(=O)c1c(-c2ccc(Cl)cc2)noc1N1CCN(c2ccc(OC)cc2)CC1 | -11% | 2.2% | x | x | -1% | 4% | -5% | x
Cc1oc2ncn(C)c(=O)c2c1C(=O)N(C)c1ccccc1F | -4% | -1.3% | x | x | 4% | -4% | 4% | x
Cc1ccc(-c2csc(N(CCCN(C)C)C(=O)c3ccco3)n2)cc1 | -20% | -1.1% | -1% | 4% | -6% | -5% | -2% | u
COC(=O)c1[nH]c2ccc(Cl)cc2c1NC(=O)C1CC1 | -11% | -1.0% | -6% | 2% | -1% | 3% | -2% | -9%[46.1 µM]
CCc1nnc(SCCSc2nnc(CC)n2N)n1N | 3% | -1.1% | 3% | 1% | -6% | 0% | -4% | 5%[46.1 µM]
O=[N+]([O-])c1cccc(S(=O)(=O)N2CCCCCC2)c1 | -23% | -1.9% | -6% | -2% | -2% | 0% | 4% | 8%
COCCNC(=O)C(=O)N/N=C(\C)CC(=O)Nc1cccc(C(F)(F)F)c1 | -9% | 0.1% | -11% | -1% | -2% | 8% | 2% | 23%
COc1ccc(C(=O)N/C(=C/c2cccs2)C(=O)NN)cc1OC | -4% | -2.0% | -14% | 2% | -3% | 2% | 7% | 1%
COc1cc(OC)cc(-c2cc3nc(C)c(CCC(=O)NCc4ccccc4)c(C)n3n2)c1 | 4%&-27% | 2.1%&0.0% | 4% | 5% | -3%&0% | 5%&2% | -1%&-3% | -31%
CCc1nnc(NC(=O)CN2C(=O)CCC2=O)s1 | 10% | -0.2% | -16% | -2% | 1% | 9% | -3% | 14%
COc1ccccc1N(C(=O)Cn1nnc2ccccc21)C(C(=O)NCc1ccco1)c1ccc(C)o1 (stereo not given) | 0% | -2.5% | 2% | -1% | -3% | -5% | -2% | -25%[46.1 µM]
CCOc1ccccc1C(=O)Nc1c(NC)c2ccccc2oc1=O | -4% | 3.0% | x | x | 0% | 1% | -5% | x
C=CCn1c(SCc2nc3ccccc3[nH]2)nnc1-c1cccc(OC)c1 | -13% | -1.2% | 12% | 1% | 4% | 3% | 0% | 6%[46.1 µM]
Cc1ccc(C(=O)NCCc2nnc3ccc(SCC(=O)Nc4ccccc4C)nn23)cc1 | -5% | -1.0% | 2% | 2% | 0% | -8% | -5% | 8%
O=C(O)c1ccc(CSc2ncnc3c2cnn3Cc2ccccc2)cc1 | -5% | 14% | 6% | 5% | -2% | 4% | -1% | 10%
CC1CCc2c(sc(NC(=O)COC(=O)c3ccccc3NCc3ccco3)c2C#N)C1 (stereo not given) | -14% | -0.2% | 14% | -5% | 2% | 2% | -9% | 0%[46.1 µM]
COc1cc(/C=C/C(=O)NCc2cccnc2)cc(OC)c1OC | -2% | -1.1% | -14% | 4% | -3% | -1% | -3% | -14%[46.1 µM]
CN(C)c1ccc(N/C=C/C(=O)C(F)(F)F)cc1 | u | 7.3% | 3% | -16% | 45µM*[fluorescent] | u | 45µM* | -31%
O=C(Nc1ccc2nc(-c3cccs3)c(-c3cccs3)nc2c1)N1CCOCC1 | u | -14% | 5% | 21% | -2% | u | 2% | -23%[46.1 µM]
O=C(CSc1cccc[n+]1[O-])N1CCCc2ccccc21 | 2% | -3.8% | 8% | 5% | -2% | -3% | 11% | 10%
COc1ccc(C)cc1S(=O)(=O)N1CCN(S(=O)(=O)c2cc(C)ccc2OC)C(C)C1 (stereo not given) | -13% | -1.1% | 6% | 7% | 1% | 6% | 7% | -20%[46.1 µM]
Nc1ncn(C23CC4CC(CC(C4)C2)C3)n1 | -4% | -2.2% | 4% | -5% | 2% | -2% | -4% | -2%[46.1 µM]

Complete entries, quoted from the list. Order of screens: Tau fluor counter | Epigenetic reg | GLA spleen mod | CBFb RUNX1 block | TexasRed fluor | Tau FP inhib | TRb SRC2 PPI | NPSR antagonist
`CCc1nnc(NC(=O)CN2C(=O)CCC2=O)s1` across the screens: 10% | -0.2% | -16% | -2% | 1% | 9% | -3% | 14%
`CN(C)c1ccc(N/C=C/C(=O)C(F)(F)F)cc1` across the screens: u | 7.3% | 3% | -16% | 45µM*[fluorescent] | u | 45µM* | -31%

Next section:
SMILES | Tau fluor counter | Epigenetic reg | GLA spleen mod | CBFb RUNX1 block | TexasRed fluor | Tau FP inhib | TRb SRC2 PPI | NPSR antagonist
Cc1c(C(=O)N/N=C/c2ccccc2)[nH]c2ccc(Cl)cc12 | u | 0.0% | -17% | 3% | u | u | -2% | -12%
CSc1ccc(/C=C/c2ccc3cccc(O)c3n2)cc1 | u | 2.4% | 4% | -4% | -3% | -2% | -4% | 8%
Cc1coc2cc3oc(=O)c(Cc4ccccc4)c(C)c3cc12 | -10% | 0.0% | 2% | 6% | 1% | -6% | -1% | -19%
Cn1nc(C(=O)Nc2cccc(C(F)(F)F)c2)c2c1-c1ccccc1S(=O)(=O)C2 | 4% | 0.0% | x | x | 7% | 3% | -1% | x
CCOC(=O)C1CCN(C(=O)Cn2ncc3c([nH]c4ccc(C)cc43)c2=O)CC1 | -7% | -1.3% | x | x | 0% | -5% | -1% | x
Cc1cc(C)c(C)c(OCCCCn2cnc3ccccc3c2=O)c1 | -11% | -2.0% | -4% | 10% | 0% | u | 0% | -28%[46.1 µM]
O=C(OCCCN1CCCCC1)c1ccc(O)cc1 | 11% | -2.2% | -2% | -2% | -2% | 6% | -14% | -9%[46.1 µM]
CCCCCC(=O)Cc1cc(O)cc(O)c1C(=O)Oc1cc(CC(=O)CCCCC)c(C(=O)O)c(OC)c1 | -11% | 2.6% | -4% | x | u | 1% | -4% | x
CC(=O)CCc1c(C)nc2ccc(C)cc2c1Cl | 0% | 5.5% | 3% | 12% | -2% | 3% | 5% | 13%
Cc1cc(OCc2nn[nH]n2)c2c(C)c(Cc3ccccc3)c(=O)oc2c1 | 6% | 3.9% | -24% | -1% | -1% | 3% | -4% | -11%[46.1 µM]
CC(C)CCOP(=O)(c1ccccc1)c1ccccc1 | 7% | 0.0% | 3% | 3% | -1% | 3% | 1% | -5%
Clc1ccc(CNCc2cccs2)c(Cl)c1 | 15% | 1.0% | 3% | 16% | -5% | 6% | -1% | 13%
CCc1nnc(NC(=O)Nc2ccccc2OC)s1 | -17% | 0.0% | 1% | 0% | 0% | -10% | -6% | -21%[46.1 µM]
CNC(=O)N(O)C1N(NC(=O)Nc2cccc3ccccc23)C(=S)SC1(C)C (stereo not given) | 8% | 0.0% | 4% | -3% | 7% | 11% | -3% | -17%[46.1 µM]
O=C(CN1CCOCC1)Nc1ccc(N2CCN(c3ccccc3)CC2)c(F)c1 | -4% | 2.5% | 3% | u | -3% | -2% | 1% | 2%
CCS(=O)(=O)N1CCC(c2nc(-c3ccc(C)cc3)no2)CC1 | -8% | -0.7% | -3% | 3% | -1% | 1% | -12% | -7%[46.1 µM]
C#C[C@@]1(O)CC[C@@H]2[C@@H]3CCC4=C(CCC(=O)C4)[C@H]3CC[C@]21C | x | 0.0%[16.9 µM] | -2%[29.1 µM] | -6%[21.7 µM] | 0%[53 µM] | x | 3%[53 µM] | x
CCC(C)N=C1Sc2nc3ccc(C)cc3cc2CN1CCOC (stereo not given) | -3% | -1.2% | -2% | 4% | -3% | 0% | 1% | -17%
O=C(CSc1nccn1-c1ccc(Cl)cc1)Nc1cccc2ccccc12 | -25% | 1.1% | x | x | -2% | -6% | -3% | x
COc1cccc(CNC(=O)C(Cc2ccccc2)n2cccc2)c1 (stereo not given) | -2% | 8.5% | 1% | -9% | -2% | -3% | 10% | -20%
Cc1cc(C(=O)OCC(=O)Nc2cc(S(=O)(=O)N3CCOCC3)ccc2Cl)c(C)o1 | -22% | -1.6% | 3% | -6% | 2% | 3% | 0% | -6%[46.1 µM]
COC(=O)C1=C(C)N(Cc2cccnc2)C(=O)C1 | 1% | -1.0% | 2% | 2% | 2% | 2% | 4% | 10%
Cc1ccc(C)c(NC(=O)Cn2c(=O)n(CC(=O)NCCc3ccccc3)c(=O)c3ccccc32)c1 | 4% | 6.7% | x | x | 0% | -10% | -7% | x
O=C(CSc1ncnc2c(-c3ccc(Cl)cc3)nsc12)c1ccccc1 | u | 3.6% | -1% | 1% | 3% | u | -4% | -9%[46.1 µM]
N#CC(C#N)=C1C(=O)N(CCN2CCCCC2)c2ccccc21 | -18% | 3.1% | -2% | -8% | -1% | u | 1% | 1%
CCOC(=O)c1c(NC(=O)CCNCc2ccco2)sc2c1CCC2 | 0% | -1.1% | 1% | 3% | -1% | 15% | 1% | -23%
COCC1CCCN(Cc2cn(-c3ccccc3F)nc2-c2cc(C)sc2C)C1 (stereo not given) | -17% | -2.4% | -3% | 2% | -3% | 4% | 5% | 29%
